GPR151 ag: human GPR151 activation; PathHunter beta-arrestin GPR151 cells, luminescence; activation, % at 11.2 µM; 650,000 tested, 1% active; AID 1508602; in the data active means activation above about 4.9%;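 further: 0% = median of compound wells and 100% = cells with positive control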
Target sequence (Q8TDV0 whole entry, looked up): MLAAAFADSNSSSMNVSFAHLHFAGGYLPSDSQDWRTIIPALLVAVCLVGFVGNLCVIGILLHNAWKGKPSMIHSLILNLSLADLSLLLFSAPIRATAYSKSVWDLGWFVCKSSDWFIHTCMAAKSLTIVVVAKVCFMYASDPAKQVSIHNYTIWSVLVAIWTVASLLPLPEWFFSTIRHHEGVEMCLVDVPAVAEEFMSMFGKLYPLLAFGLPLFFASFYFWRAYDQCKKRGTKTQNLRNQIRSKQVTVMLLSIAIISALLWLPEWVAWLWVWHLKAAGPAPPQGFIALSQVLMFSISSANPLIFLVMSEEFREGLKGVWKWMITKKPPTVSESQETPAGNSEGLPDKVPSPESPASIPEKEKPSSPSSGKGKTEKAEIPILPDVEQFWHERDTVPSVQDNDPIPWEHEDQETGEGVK
MITF primary: blocks human microphthalmia-associated transcription factor. 650,000 tested, 0.91% active. AlphaScreen MITF homodimerization, bead proximity signal. inhibition, % at 2.6 µM. O75030; in the data active means inhibition above about 50%;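 further: 0% = vehicle wells with protein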
FBW7 act: human FBW7 E3 ligase activation, primary screen; 650,000 tested, 0.13% active; Q969H0; normalized activity (activation), % at 26.1 µM; AlphaScreen FBW7–phospho-cyclin E peptide binding, activator screen; in the data active means normalized activity above about 1.9%;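 further: purified mutant Fbw7 with reduced substrate affinity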
Target sequence (Q969H0 whole entry, looked up): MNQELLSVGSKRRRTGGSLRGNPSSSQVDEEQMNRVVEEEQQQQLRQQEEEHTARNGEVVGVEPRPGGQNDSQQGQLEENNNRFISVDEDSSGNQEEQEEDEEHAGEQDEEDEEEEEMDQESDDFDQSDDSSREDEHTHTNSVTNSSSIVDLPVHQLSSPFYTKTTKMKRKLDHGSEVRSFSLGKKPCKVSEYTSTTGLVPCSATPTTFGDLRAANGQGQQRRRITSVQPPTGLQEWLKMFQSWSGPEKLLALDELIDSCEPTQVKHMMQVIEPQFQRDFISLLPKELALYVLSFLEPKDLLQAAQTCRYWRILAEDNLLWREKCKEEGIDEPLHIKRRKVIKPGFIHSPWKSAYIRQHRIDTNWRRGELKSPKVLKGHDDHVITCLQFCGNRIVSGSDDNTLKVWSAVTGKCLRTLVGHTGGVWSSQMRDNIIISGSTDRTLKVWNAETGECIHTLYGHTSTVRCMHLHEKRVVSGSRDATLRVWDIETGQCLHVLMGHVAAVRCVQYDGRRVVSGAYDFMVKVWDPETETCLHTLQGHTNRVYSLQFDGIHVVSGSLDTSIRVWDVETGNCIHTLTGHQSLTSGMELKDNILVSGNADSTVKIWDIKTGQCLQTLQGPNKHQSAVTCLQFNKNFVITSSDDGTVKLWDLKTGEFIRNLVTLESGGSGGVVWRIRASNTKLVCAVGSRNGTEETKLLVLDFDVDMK
TEAD-YAP block: TEAD-YAP interaction inhibition. inhibition, % at 9.12 µM. 640,000 tested, 1.4% active. HEK-TIYL cells, TEAD-Gal4/YAP UAS-luciferase luminescence; in the data active means inhibition above about 32%;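 further: 0% = median of test compound wells and 100% = reference inhibitor wells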
* hit, by the source's call.

SMILES	GPR151 ag	MITF primary	FBW7 act	TEAD-YAP block
CCCNC(=O)c1cncc(-c2cccc(N)c2)c1	-0.1	-2	0.1	6
Clc1ccc(CSc2nnc3n2CCS3)cc1	-0.7	-1	0.3	0
CC(C)n1cnc2c(NC3CCN(Cc4ccccc4)CC3)nc(-c3ccc4c(ccn4C)c3)nc21	-1.0	11	0.2	2
CC1CCN(CCCNC(=O)c2ccc(Cn3c(=S)[nH]c4cc5c(cc4c3=O)OCO5)cc2)CC1	-0.7	-7	-0.1	-7
COCCCN1C(=O)C(=O)/C(=C(\O)c2ccc(C)cc2)C1c1ccc(OC)c(OC)c1 (centres undefined)	-0.1	9	-0.2	1
CCCCCSc1nnc2c(n1)OC(c1cc(OC)ccc1OC)Nc1ccccc1-2 (centres undefined)	0.6	1	0.1	4
CN(C)S(=O)(=O)Cc1ccccc1Cl	-1.3	6	-0.1	4
O=C(NCc1nc(-c2ccncc2)n[nH]1)NC1CCCCC1	0.2	5	-0.1	0
O=c1nc2n(c3c(Cl)cc(Cl)cc13)Cc1ccccc1-2	1.1	3	0.1	12
CCCCNS(=O)(=O)c1ccc2[nH]c3nc(SC(CC)C(=O)NC4CCCC4)nnc3c2c1 (centres undefined)	-0.7	-1	-0.2	3
COc1ccc(CC(=O)NC(C)c2ccc3ccccc3c2)cc1 (centres undefined)	0.7	4	0.0	-5
O=C(Nc1cccc2cccnc12)C(=O)Nc1cccc2cccnc12	-0.6	-10	0.2	-6
CC(=O)Nc1ccc(NC(=O)C(C)OC(=O)c2c(F)cccc2F)cc1 (centres undefined)	1.2	17	0.3	-1
N#CCCCCn1c(-c2cncs2)nc2ccccc21	1.6	14	0.1	-5
COc1ccc(CNc2ccc(C(=O)O)cc2[N+](=O)[O-])cc1	-2.0	14	0.2	14
Cc1nn(C)cc1CN1CCc2nc(N3CCCCCC3)[nH]c(=O)c2C1	0.2	-4	-0.1	-5
CCC1CCCCN1CCCNC(=O)c1ccc(CS(=O)(=O)c2ccccc2OC)o1 (centres undefined)	-0.1	14	0.2	-3
COC(=O)c1ccc(NC(=S)NC(=O)c2ccccc2OC)cc1	-0.4	8	-0.1	0
C/C(=N\OCC(=O)Nn1c(=O)[nH]c2ccccc2c1=O)c1ccccc1	-1.8	5	0.0	8
Cc1ccc(OCC(O)CNC2CCCCC2)cc1 (centres undefined)	0.1	-2	0.8	8
O=C(c1ccc2c(=O)n(Cc3ccc(Cl)cc3)c(=S)[nH]c2c1)N1CCCC1	1.8	-2	0.2	8
O=C1CS/C(=N\c2ccccn2)N1C1CCCCC1	0.3	-2	0.0	-5
O=C(Cn1cnc2ccccc21)NCCCn1ccc2ccccc21	2.1	5	-0.2	6
COc1cc(C2CC(=O)Nc3c2ccc2ccccc32)cc(OC)c1O (centres undefined)	1.0	-9	-0.4	2
Cn1c(=O)c2c(nc(N3CCNCC3)n2C)n(C)c1=O	0.3	5	0.0	6

Random excerpt: 7 records from the list.
SMILES	GPR151 ag	MITF primary	FBW7 act	TEAD-YAP block
CC(C)n1cnc2c(NC3CCN(Cc4ccccc4)CC3)nc(-c3ccc4c(ccn4C)c3)nc21	-1.0	11	0.2	2
O=c1nc2n(c3c(Cl)cc(Cl)cc13)Cc1ccccc1-2	1.1	3	0.1	12
CC(=O)Nc1ccc(NC(=O)C(C)OC(=O)c2c(F)cccc2F)cc1 (centres undefined)	1.2	17	0.3	-1
CCCCCSc1nnc2c(n1)OC(c1cc(OC)ccc1OC)Nc1ccccc1-2 (centres undefined)	0.6	1	0.1	4
Cc1ccc(OCC(O)CNC2CCCCC2)cc1 (centres undefined)	0.1	-2	0.8	8
O=C1CS/C(=N\c2ccccn2)N1C1CCCCC1	0.3	-2	0.0	-5
CCCNC(=O)c1cncc(-c2cccc(N)c2)c1	-0.1	-2	0.1	6

(listing goes on)
SMILES	GPR151 ag	MITF primary	FBW7 act	TEAD-YAP block
CCSc1cc([N+](=O)[O-])ccc1C(=O)O	-1.6	-2	0.2	-6
O=C(c1cccs1)N1N=C(c2cccs2)CC1c1cc([N+](=O)[O-])ccc1O (centres undefined)	-1.7	23	0.1	1
O=C(Nc1ccc(-c2nc3cc(Cl)ccc3o2)cc1)c1ccc2ccccc2c1	-0.6	3	0.2	-5
O=C1CCC(C(=O)OCC(=O)Nc2ncc(C(F)(F)F)cc2Cl)=NN1	0.0	13	0.1	4
Cc1ccc(C(=O)CSc2nnc3[nH]c(=O)c(C)nn23)cc1	1.0	2	0.1	3
Cc1onc(-c2ccccc2)c1C(=O)Nc1ccc([N+](=O)[O-])cc1Br	0.5	12	-0.6	2
COCC(=O)N1CCC(Oc2ccc(C(=O)NCC3CCOCC3)cc2)CC1	0.0	12	-0.1	1
Cc1ccc2nc(-c3ccc(Cl)c(NC(=O)COc4ccc(C)c(C)c4)c3)oc2c1	-2.3	15	1.0	-17
NS(=O)(=O)c1cccc(NC(=O)CCNS(=O)(=O)c2ccc3c(c2)OCCO3)c1	1.0	7	0.0	-16
O=S(=O)(Nc1ccc(Br)cc1)N1CCOCC1	0.4	1	0.0	2
COC(=O)Nc1sc2c(c1C(N)=O)CCc1ccccc1-2	-0.6	14	0.0	21
Cc1nc2c(c(N3CCCCC3)n1)CN(C(=O)c1cccnc1)CC2	0.3	15	0.0	4
CN(CC(=O)Nc1ccc(F)cc1)C(=O)Cn1nc(C(=O)O)c2ccccc2c1=O	1.2	3	-0.1	13
COc1ccc(OC)c2[nH]c(=O)c(CCNC(=O)c3ccc(F)cc3)cc12	-0.6	19	0.0	-2
COc1ccc(C2C(C#N)=C(SCC(N)=O)NC3=C2C(=O)CC(C)(C)C3)cc1 (centres undefined)	0.2	-3	-0.1	6
COc1c(-c2coc3cc4c(cc3c2=O)CC(O)C(C)(C)O4)ccc2c1C=CC(C)(C)O2 (centres undefined)	1.1	-12	0.0	-4
Cc1n[nH]c(C)c1S(=O)(=O)N1CCN(C)CC1	-0.4	19	0.0	1
CCOC(=O)c1sc2nc(C)c(Cl)c(C)c2c1N	-1.4	11	0.1	3
COc1ccc(-n2c(=O)c3c4c(sc3n3c(SCc5ccc(OC(C)C)cc5)nnc23)CCCCC4)cc1	-0.5	2	-0.2	-2
C=CCOc1ccc(C(=O)NN)c(O)c1	-0.7	21	0.1	-8
CCOC(=O)COc1ccc(/C=C/C(C)=O)cc1	3.9	6	0.1	4
COc1ccc(CCNC(=O)CCn2c(SCc3ccc(C)cc3)nc3ccccc3c2=O)cc1OC	-0.1	14	0.0	5
O=C(NCc1ccco1)c1cc(F)cc2c1OCOC2	-1.6	12	0.0	-9
CCCC1CCC(C2=N/C(=C/c3cc(OC)c(OC)c(OC)c3)C(=O)O2)CC1 (centres undefined)	-1.1	-6	0.0	-1
CCN(CC)C(=O)C1CCCN(c2nccc(NCc3cccc(C(F)(F)F)c3)n2)C1 (centres undefined)	1.5	7	0.0	17

3 compounds from above, reduced to MITF primary.
SMILES | MITF primary
Cc1nc2c(c(N3CCCCC3)n1)CN(C(=O)c1cccnc1)CC2 | 15
Cc1n[nH]c(C)c1S(=O)(=O)N1CCN(C)CC1 | 19
COCC(=O)N1CCC(Oc2ccc(C(=O)NCC3CCOCC3)cc2)CC1 | 12

Remaining list, next part.
SMILES	GPR151 ag	MITF primary	FBW7 act	TEAD-YAP block
COC(=O)c1c(NC(=O)CCCOc2ccccc2C)sc2c1CCCC2	-0.2	-5	0.7	10
CCc1nn(C(C)C(=O)NCCCN2CCCC2=O)c(=O)c2cc3occc3n12 (centres undefined)	-0.5	7	0.8	-1
O=C1/C(=C/c2ccc([N+](=O)[O-])cc2)C=C(c2ccccc2)N1c1ccccc1Cl	2.3	4	0.0	12
O=C1N(CC2CCCCC2)CCN1c1ccc(F)cc1F	0.6	2	0.0	-30
Cc1c(CCO)c(=O)n(C)n1S(=O)(=O)c1ccc(Cl)cc1	1.6	-3	-0.1	-3
Cc1ccc(C)c(C(=O)NC(C)c2ccccc2)c1 (centres undefined)	-0.7	-20	0.1	-9
O=C(CCCn1c(SCC(=O)NCc2ccco2)nc2ccsc2c1=O)NCCc1ccccc1	0.9	1	-0.1	8
CC(=O)Nc1ccc(Nc2nc(NCCCN3CCCC3=O)ncc2C)cc1	1.1	20	0.3	-2
CC(O)(C#Cc1ccccc1)c1ccccc1 (centres undefined)	-0.2	-9	0.3	-2
O=C(c1nc2ccccn2c1CN1CCCC(OCc2ccccc2)C1)N1CCCC1 (centres undefined)	1.1	5	0.0	-1
O=C(CCS(=O)(=O)c1ccc2c(c1)SCC(=O)N2)NCCc1ccccc1	1.9	2	-0.1	0
CCOc1ccccc1C(=O)N[C@H](C(=O)Nc1ccc(C(C)=O)cc1)C(C)C	-0.1	2	0.0	-2
Cc1ccccc1NC(=O)C(=O)NCCC(C)C	-1.5	8	0.4	-57
COc1ccc(N2C(=O)C(CC(=O)Nc3ccc(Cl)cc3)N(CCCN3CCN(c4cccc(Cl)c4)CC3)C2=S)cc1 (centres undefined)	-0.9	6	0.0	-6
COc1ccc(CN2CCN(C3CCSCC3)CC2CCO)c(F)c1 (centres undefined)	0.3	-4	0.0	14
CCN1C(=O)NC2NC(=O)NC21 (centres undefined)	-0.9	19	0.7	-8
COc1cc2c(cc1OC)CN(Cc1cccc(O)c1)CC2	-0.9	-3	-0.1	-11
COc1cn(CC(=O)NC2CCCCC2)c(CSc2ccc(Cl)cc2)cc1=O	-3.6	7	0.7	5
CCOc1cc(-c2nc3sc4c(c3c(=O)[nH]2)CCCC4)cc(Cl)c1OCCOc1ccccc1OC	0.1	7	0.2	2
CCCCN1CCCC1C(=O)NCc1ccc(OC)c(OC)c1 (centres undefined)	-1.0	-11	0.0	-11
C=CCNc1nc2c(c(=O)[nH]c(=O)n2C)n1CCCCC	0.6	-1	0.0	6
NC(=O)Cn1c(=O)n(Cc2ccc(C(=O)NCc3ccco3)cc2)c(=O)c2sccc21	-1.5	5	0.0	2
Cc1ccc(NC(=O)Cn2c(=O)oc3cc(S(=O)(=O)N4CCCC4)ccc32)cc1	0.4	-11	0.0	4
COC(=O)Cc1ccc(N(Cc2ccccc2F)S(=O)(=O)c2ccc(C3CCCCC3)cc2)cc1	1.0	-5	-0.1	-6
COc1cccc(CC2=NOC(C(=O)NC(c3ccco3)C(F)(F)F)C2)c1 (centres undefined)	0.3	5	0.8	-17

Record cards, as listed above:
COc1ccc(CN2CCN(C3CCSCC3)CC2CCO)c(F)c1 (centres undefined) reads GPR151 ag: 0.3; MITF primary: -4; FBW7 act: 0.0; TEAD-YAP block: 14
CC(O)(C#Cc1ccccc1)c1ccccc1 (centres undefined) reads GPR151 ag: -0.2; MITF primary: -9; FBW7 act: 0.3; TEAD-YAP block: -2

Returning to the listing, starting 2 compounds before the break.
SMILES	GPR151 ag	MITF primary	FBW7 act	TEAD-YAP block
COC(=O)Cc1ccc(N(Cc2ccccc2F)S(=O)(=O)c2ccc(C3CCCCC3)cc2)cc1	1.0	-5	-0.1	-6
COc1cccc(CC2=NOC(C(=O)NC(c3ccco3)C(F)(F)F)C2)c1 (centres undefined)	0.3	5	0.8	-17
CCOCCCn1c(=S)[nH]c2cc(C(=O)NCCCN3CCN(c4cccc(Cl)c4)CC3)ccc2c1=O	1.0	-4	-0.1	12
CCOC(=O)c1c(NC(=O)c2cnn3c(C(F)(F)F)cc(-c4ccccc4)nc23)sc2c1CCC(C)C2 (centres undefined)	0.3	4	0.9	-1
O=C1/C(=C\c2cccc([N+](=O)[O-])c2)N=C(c2ccccc2)N1Nc1ccccc1	0.6	17	-0.1	-3
CC(=O)c1ccc(NC(=O)CCn2c(=S)oc3ccccc32)cc1	-0.7	14	0.1	-3
Cc1nnc(SCC(N)=O)n1-c1ccc(F)cc1	3.4	-7	-0.1	-4
S=c1nc(-c2cccs2)[nH]n1CN1CCCC1	-0.5	1	-0.4	2
Cc1cccc(NC(=O)CSc2ccccn2)c1C	-0.8	19	0.8	-17
Cc1ccc(C(=O)NC2CCCCC2)c(N2CCOCC2)n1	-0.5	-14	-0.6	-12
COc1ccc(C(=O)NC(=S)Nc2ccc(Cc3ccncc3)cc2)cc1Br	0.0	12	0.1	7
COc1cc(OC)cc(C(=O)Nc2cc(C(=O)Nc3ccc4c(c3)OCCO4)ccc2N2CC3CC(C2)c2cccc(=O)n2C3)c1 (centres undefined)	1.4	2	0.1	-8
c1coc(CNc2nc3ccccc3[nH]2)c1	1.2	2	-0.1	-15
N#C/C(=C\c1ccc([N+](=O)[O-])o1)C(=O)Nc1cc(Cl)ccc1Cl	-0.9	0	-0.1	-14
N/C(=N\N=C/c1ccco1)c1nonc1N	-4.4	6	0.2	-49
NS(=O)(=O)c1ccc(NC(=O)CN2CCN(S(=O)(=O)c3ccc(Br)cc3)CC2)cc1	1.3	1	0.0	-3
Cc1ccc(OCCCCNCCO)c(Br)c1	-0.1	16	0.0	3
CN1CCc2c(sc3c2C(=O)NC(c2ccccc2O)N3)C1 (centres undefined)	-0.6	5	-0.1	-10
CCOC(=O)c1c(NC(=O)c2cnn3cccnc23)sc2c1CCCC2	4.3	-7	0.2	1
COc1ccc(C(=O)N/C(=C\c2cccc([N+](=O)[O-])c2)C(=O)NCC(C)C)cc1	0.8	-2	-0.1	-5
COC(=O)c1cc(Oc2ncnc3sc(C)c(C)c23)cc(C(=O)OC)c1	1.6	-12	0.0	-15
Cc1ccc(S(=O)(=O)N(C(=O)NC(=O)Nc2cccc([N+](=O)[O-])c2)c2ccc(Cl)cc2)cc1	-0.1	4	0.0	2
CCOc1cc(S(=O)(=O)N(CC)CC)ccc1Br	-1.9	11	0.5	-4
O=c1c2c3c(sc2nc(SCc2c[nH]c4cc([N+](=O)[O-])ccc24)n1-c1ccccc1)CCCC3	0.1	13	0.2	19
COc1ccc2nc(NCCNC(=O)Nc3ccccc3C(F)(F)F)c(C#N)cc2c1	-0.3	5	0.1	-1
O=C(CN(Cc1ccccc1F)C(=O)c1csnn1)NCc1ccc(F)cc1	-0.2	6	-0.1	2
CCCCC(=O)Nc1ccc(NC(=O)CCCC)nc1	-0.9	3	-0.2	0
